Compound activity as filed in PubChem BioAssay.
NPC1 promoter act: qHTS Assay for NPC1 Promoter Activators; Huh7 NPC1 promoter luciferase reporter, 24 h; Potency, µM (titrated, usually from 9.22 µM), for inactives: at the top dose activation, actives largely listed as activators; 320,000 tested, 2.4% active;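 also: potency is read from the fitted curve at half-maximal effect; % of control where 0% means no effect; nearly all actives have a fitted effect of over 60% in size; reporter is driven by a mutant NPC1 promoter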
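Compounds in DMSO were transferred onto Huh7 NPC1-luciferase reporter cells pre-incubated 2 h; after 24 h at 37 °C, Amplite reagent was dispensed and luminescence recorded 10 min later.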
VP16 counter: VP16 counterscreen qHTS for inhibitors of ROR gamma transcriptional activity; Drosophila S2 Gal4-VP16 UAS-luciferase, luminescence, 20 h; Potency, µM (titrated, usually from 53.6 µM), for the others: top-dose activity, negative = inhibition, most hits filed as inhibitors; 310,000 tested, 3.5% active; AID 2546, 2010;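 also: Gal4-VP16 expression switched on by copper sulfate through the metallothionein promoter; potency is read from the fitted curve at half-maximal effect; % is scaled to controls: 0 for no effect and ±100 for the full control effect; nearly all actives have a fitted effect of over 50% in size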
ELG1 genotox: qHTS screen for small molecules that induce genotoxicity in human embryonic kidney (HEK293T) cells expressing luciferase-tagged ELG1. 330,000 tested, 1.3% active. Potency, µM (titrated, usually from 46 µM), without a hit: top-dose activity change, positive = activation, actives largely listed as activators. HEK293T ELG1-luciferase reporter, luminescence, 16 h. AID 504466, 2011; also: potency is read from the fitted curve at half-maximal effect; % of control where 0% means no effect; nearly all actives have a fitted effect of over 60% in size
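DMSO vehicle served as control against compound-treated ELG1-luciferase HEK293T cells; exposure lasted 16 hr at 37 °C and 5% CO2, followed by ONE-Glo luminescence detection after 30 min.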
KCNH2 3.1 inh: qHTS for Inhibitors of KCHN2 3.1: Mutant qHTS | Potassium voltage-gated channel subfamily H member 2, brain isoform KCNH2 3.1 (human) | 340,000 tested, 0.95% active | activity change, % (tested at about 1.8 µM) | U2OS KCNH2 3.1, thallium flux FluxOr; stronger effect = lower value;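 active = maximum activity change below -70%; inconclusive = maximum activity change from -70% to -50%; inactive = maximum activity change above -50%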;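 also: thallium influx rate constant from kinetic fluorescence after stimulation buffer; % is scaled to controls: 0 for no effect and ±100 for the full control effect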
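Virally transduced U2OS (3.1 isoform, 4 h infection in dark at RT) → overnight 37 C → FluxOr + Red40 in HBSS/HEPES, 45 min → stimulation buffer, 2 min kinetic read → rate constant vs DMSO controls.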
Rab9 prom act: qHTS Assay for Rab9 Promoter Activators | Huh7 Rab9 promoter-luciferase reporter, luminescence, 24 h | Potency, µM (series often up to 9.22 µM), inactives show at the highest dose activation, negative = inhibition, usual class: activators | 320,000 tested, 2.8% active | AID 485297, 2010; also: potency is read from the fitted curve at half-maximal effect; % of control where 0% means no effect; nearly all actives have a fitted effect of over 60% in size
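Luminescence from Amplite-detected luciferase (10 minutes, ambient) reports Rab9 promoter activation. Before that, stable Rab9-luciferase Huh7 cells (1500/well, reduced-serum OP-MEM I plus 10% FBS) were exposed to compound for 24 hours at 37C.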
Coupling enz: qHTS Assay for Inhibitors of Fructose-1,6-bisphosphate Aldolase from Giardia Lamblia: Coupling assay counterscreen; 290,000 tested, 0.67% active; coupling enzyme system counterscreen, AmpLite Red fluorescence; AID 2472, 2010; activity change, negative = inhibition, % at 58.2 µM, hits read low; in the data active = activity change below about -30%; also: % is scaled to controls: 0 for no effect and ±100 for the full control effect
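First, compound is pin-transferred into glyceraldehyde-3-phosphate coupling-enzyme reagent at 57.5 uM final and held 10 min at RT. Next, substrate, coupling system and AmpLite Red are added. After 20 min RT, fluorescence (525/598 nm) is read.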
Tb PFK inh: qHTS Assay to Find Inhibitors of T. brucei phosphofructokinase. Potency, µM (highest dose often 57.5 µM), for inactives: at the highest dose activity, negative = inhibition, usual class: inhibitors. ATP-dependent 6-phosphofructokinase (Trypanosoma brucei brucei), O15648. 330,000 tested, 0.17% active. T. brucei PFK, ADP-Glo luminescence;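 also: potency is read from the fitted curve at half-maximal effect; 0% = uninhibited 1x PFK enzyme wells and -100% = no-enzyme wells; nearly all actives have a fitted effect of over 60% in size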
Target sequence (O15648 whole entry, looked up): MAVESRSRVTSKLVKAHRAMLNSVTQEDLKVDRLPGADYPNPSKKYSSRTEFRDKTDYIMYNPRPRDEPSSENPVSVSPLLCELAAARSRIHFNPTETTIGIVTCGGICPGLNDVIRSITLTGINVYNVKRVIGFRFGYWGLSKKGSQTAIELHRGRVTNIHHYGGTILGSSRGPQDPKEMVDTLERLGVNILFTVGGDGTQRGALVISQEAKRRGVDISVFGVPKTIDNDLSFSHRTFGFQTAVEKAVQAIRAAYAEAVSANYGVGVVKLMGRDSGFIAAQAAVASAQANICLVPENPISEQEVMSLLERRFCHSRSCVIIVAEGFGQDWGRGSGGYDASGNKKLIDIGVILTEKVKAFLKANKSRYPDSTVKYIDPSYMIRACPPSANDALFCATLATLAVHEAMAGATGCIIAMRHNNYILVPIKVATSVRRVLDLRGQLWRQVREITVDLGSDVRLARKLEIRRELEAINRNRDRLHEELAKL
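PFK 1.25 nM, F6P 0.5 mM, ATP 0.1 mM, 0.1 M TEA pH 8.0, 5 mM MgCl2, 0.01% Tween20, 0.1% BSA; 45 min RT. ADP-Glo readout. qHTS titration up to 57 uM; curves fitted, compounds curve-classed.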
FLuc modulator: qHTS profiling assay for firefly luciferase inhibitor/activator using purifed enzyme and Km concentrations of substrates (counterscreen for miR-21 project); purified FLuc, Km substrates, luminescence inhibition; Potency, µM (series often up to 57.5 µM), inactives show at the top dose activity change, negative = inhibition, most hits filed as inhibitors; 360,000 tested, 6.9% active; AID 588342, 2011;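 also: potency is read from the fitted curve at half-maximal effect; plate controls were vehicle for no effect and reference inhibitor for full effect; nearly all actives have a fitted effect of over 55% in size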
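Purified P. pyralis luciferase, 10 nM final, with Km-level 10 uM D-luciferin and 10 uM ATP in 50 mM Tris acetate pH 7.5, 10 mM Mg acetate, 0.01% Tween-20, 0.05% BSA; 6-point qHTS titration about 60 µM downward; luminescence read.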
RORg inh: qHTS for inhibitors of ROR gamma transcriptional activity | Nuclear receptor ROR-gamma (Mus musculus), P51450 | Drosophila S2 Gal4-RORgamma UAS-luciferase reporter, 20 h | Potency, µM (titrated, usually from 53.6 µM), for the others: at the highest dose activity change, negative = inhibition, most hits filed as inhibitors | 310,000 tested, 5.4% active | AID 2551, 2010; also: potency is read from the fitted curve at half-maximal effect; % is scaled to controls: 0 for no effect and ±100 for the full control effect; nearly all actives have a fitted effect of over 60% in size
Target sequence (P51450 whole entry, looked up, the tested form may be a part): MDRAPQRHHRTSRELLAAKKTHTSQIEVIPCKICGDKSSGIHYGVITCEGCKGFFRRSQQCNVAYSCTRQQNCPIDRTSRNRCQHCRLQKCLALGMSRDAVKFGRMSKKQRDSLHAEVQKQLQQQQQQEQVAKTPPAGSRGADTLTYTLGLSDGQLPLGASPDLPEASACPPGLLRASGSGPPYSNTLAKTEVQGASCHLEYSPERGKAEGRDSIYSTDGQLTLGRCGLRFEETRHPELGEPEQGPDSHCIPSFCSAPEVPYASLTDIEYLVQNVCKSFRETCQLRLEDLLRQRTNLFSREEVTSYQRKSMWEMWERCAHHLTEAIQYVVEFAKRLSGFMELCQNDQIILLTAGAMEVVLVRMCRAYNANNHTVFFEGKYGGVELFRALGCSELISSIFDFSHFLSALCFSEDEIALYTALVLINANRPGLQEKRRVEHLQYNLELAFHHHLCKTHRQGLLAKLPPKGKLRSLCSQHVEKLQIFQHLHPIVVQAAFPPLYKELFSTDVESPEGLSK
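Compounds are pin-transferred onto Drosophila Schneider cells expressing a copper-inducible Gal4–ROR gamma transactivation domain fusion. After 1 hr, copper sulfate is added to 700 uM final; luciferase is read 20 hr later.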
uPA surface inh: qHTS for Inhibitors of Cell Surface uPA Generation | cell surface uPA generation assay, qHTS | Potency, µM (doses to about 38.3 µM), for inactives: top-dose activity change, negative = inhibition, most hits filed as inhibitors | 330,000 tested, 0.31% active | AID 540303, 2011; active = well fitted inhibition curve with a large enough effect; inconclusive = small, poorly fitted or top-dose-only effect; inactive = no such curve, though single readings can be large or run the other way; tested in mouse RAW 264.7 cells; also: potency is read from the fitted curve at half-maximal effect; % is scaled to controls: 0 for no effect and ±100 for the full control effect; nearly all actives have a fitted effect of over 55% in size
Giardia kill: Small Molecules that selectively kill Giardia lamblia: qHTS; 340,000 tested, 0.15% active; AID 540267, 2011; Giardia lamblia trophozoite viability; activity change, % at 7.66 µM, hits read low; in the data active = activity change below about -80%; inconclusive = between about -30% and that limit;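 also: parasites exposed to compound for two days anaerobically before the ATP read; % is scaled to controls: 0 for no effect and ±100 for the full control effect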
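Media and compound were dispensed first, then trophozoites at 100 cells/well; plates sat 48 hrs at 37 deg C without oxygen before ATP luminescence reagent was added and read after 15-30 min at room temperature.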
An asterisk follows results filed as active; ? = inconclusive; . = no result given; & = joins results of further samples; [ ] = dose if it differs, or a comment. Unless noted, calls follow the shape of the dose curve; as a rule, active = well fitted curve in the direction sought with a large enough effect; inconclusive = small, poorly fitted or top-dose-only effect, or another doubt; inactive = no such curve, though single readings can be large; an effect the other way counts as inactive or inconclusive.

SMILES | NPC1 promoter act | VP16 counter | ELG1 genotox | KCNH2 3.1 inh | Rab9 prom act | Coupling enz | Tb PFK inh | FLuc modulator | RORg inh | uPA surface inh | Giardia kill
CCOC(=O)c1ccc(NC(=O)CSc2nc(N)c(NC(=O)c3ccc(Br)o3)c(=O)[nH]2)cc1 | 1% | -8% | 1% | . | 0% | . | 0% | -3% | -22% | 2% | 2
CCN(CC(=O)Nc1ccc(NC(C)=O)cc1)C(=O)/C=C/c1ccco1 | -4% | . | 2% | 3 | 2% | . | -1% | 2% | . | 19% | 12
Cc1ccccc1-c1nc(CS(=O)(=O)CC(=O)NC(C)c2ccccc2)c(C)o1 (centres undefined) | -2% | 3% | -5% | -5 | -2% | 0 | -1% | 4%&-14% | 11% | 3% | -20
Cc1ccc(S(=O)(=O)NCCc2ccncc2)cc1[N+](=O)[O-] | -5% | 2% | -3% | 17 | -8% | -1 | 0% | -1% | -3% | -1% | 30
CCCNC(=O)C(Cc1ccccc1)NS(=O)(=O)c1cccc2nsnc12 (centres undefined) | -3% | 1% | 0% | -6 | 6% | -2 | -1% | 0% | 7% | 1% | 15
CC(=O)N1CCC2(CC1)C(C#N)=C(N)OC1=C2C(=O)CC(C)(C)C1 | -4% | -2% | 5% | 5 | 1% | 3 | 2% | 0% | 16% | 2% | 7
O=C(Nc1ccccc1)c1csc(-c2ccccc2)n1 | 12% | 30% | 8% | -2 | 16% | -2 | 6% | 21µM* | 15% | 2% | -20
Cc1ccc(C(=O)NCC(c2ccco2)N2CCOCC2)cc1 (centres undefined) | 0% | . | 15% | 13 | 1% | . | -2% | -1% | . | 2% | -4
O=C(Nc1cccc(Cl)c1)c1ccc(F)c(S(=O)(=O)N2CCN(c3ccccn3)CC2)c1 | -5% | -3% | -1% | ? | -6% | -2 | 1% | -3% | ? | -6% | 21
COc1ccc(C2C/C(=N\O)C(C)(C)O2)cc1 (centres undefined) | 1% | 4% | 0% | 12 | -1% | 8 | 0% | 4% | 7% | 6% | 12
CCOC(=O)c1ccc(S(=O)(=O)NNC(=O)Cc2csc(C)n2)cc1 | . | . | 1% | 6 | . | . | 0% | . | . | -6% | -14
CC1CCC2(CC1)NC(=O)N(CC(=O)NCCc1ccccc1)C2=O (centres undefined) | . | . | 0% | 8 | . | . | 1% | . | . | 3% | -7
COc1ccc(-n2c(=S)[nH]c3cc(C(=O)NCc4cccnc4)ccc3c2=O)c(OC)c1 | -3% | -15% | -4% | -5 | 3% | 2 | 18% | -2% | -21% | -4% | -15
CCSc1nc2c([nH]c3ccccc32)c(=O)n1C | -1% | -7% | . | -2 | 1% | 1 | -1% | 1% | 2% | 3% | ?
CC(C)(C)NC(=O)C(c1cccs1)N(Cc1cccs1)C(=O)c1csnn1 (centres undefined) | -4% | -22% | -1% | 10 | -15% | -4 | -3% | 1% | -2% | -2% | 19
Cc1c(C(=O)N/N=C/c2cccnc2)sc(N)c1C#N | -3% | ? | 7% | -8 | 13% | 0 | 0% | -12% | -25% | 11% | 1
COc1ccc(C(=O)N(C)Cc2ccccc2F)cc1S(=O)(=O)N1CCCC1 | -6% | . | 0% | 4 | -3% | . | 3% | 0% | . | -2% | 11
CSc1ccccc1C(=O)N1CCN(S(=O)(=O)c2sc(C(=O)O)c(C)c2C(=O)O)CC1 | -7% | . | 1% | -12 | 4% | . | -1% | . | . | 2% | 19
CCCc1[nH]nc2c1C(Cc1ccccc1)C(C#N)=C(N)O2 (centres undefined) | 8% | -6% | 1% | 1 | -4% | 3 | -2% | 3% | 8% | 3% | -9
COc1ccc(S(=O)(=O)Cc2ccc(C(=O)NCCc3ccc(S(N)(=O)=O)cc3)o2)cc1 | -3% | -4% | -7% | -3 | 11% | -2 | -7% | 1% | -2% | 13% | -11
CCc1cc2c(=O)c(-c3nc4ccccc4n3C)c(C)oc2c(CN2CCCCC2)c1O | -1% | -2% | -8% | 6 | 1% | 0 | -6% | -2% | -3% | -4% | -6
Cc1oc2c(CN3CCCCC3C)c(O)ccc2c(=O)c1-c1ccc(Br)cc1 (centres undefined) | 0% | -8% | -1% | -7 | -6% | 1 | 1% | 4% | 28% | -4% | 3
O=C(COC(=O)COc1cccc(C(F)(F)F)c1)NC(=O)NC1CCCCC1 | -1% | . | 1% | 8 | -2% | . | 0% | 1% | . | 4% | 2
COc1cc(C(=O)Nc2ccccc2SCc2cc(=O)n3nc(C)sc3n2)cc(OC)c1OC | -1% | 8% | 0% | 1 | -4% | 1 | 2% | 0% | 8% | 3% | 4
COc1ccc(-c2nnc(SCC(=O)NNC(=O)c3ccc(C)cc3)o2)cc1 | 1% | -9% | 2% | 4 | 1% | -3 | -1% | -18% | -31% | -2% | -8
N#Cc1c(-c2ccco2)cc(-c2ccccc2)[nH]c1=O | 0% | -6% | 1% | -1 | -3% | -16 | -20% | -6% | 21% | 5% | -10
COc1ccc(OC)c(C(=O)CSc2nccc(-c3ccc(Br)cc3)n2)c1 | 0% | -11% | -3% | -6 | -5% | 1 | 0% | 0% | ? | 0% | -12
Brc1ccc2c(c1)[C@H]1OCC[C@H]1[C@@H](c1cccs1)N2 | 0% | -5% | -6% | -11 | -2% | -12 | 0% | -7% | 4% | -20% | 5
Cc1ccc(Oc2nc3ccccn3c(=O)c2/C=C(\C#N)C(=O)NC2CCS(=O)(=O)C2)c(C)c1 (centres undefined) | 1% | 12% | -3% | 2 | 0% | . | -4% | 1% | ? | ? | 3
O=C(Nc1ccc(OC(F)(F)F)cc1)C1=NCCN1 | ? | ? | 10% | -15 | 2% | 2 | -5% | 6.7µM* | ? | 5% | -5
COc1cccc(NC(=O)C2CCCN(S(=O)(=O)c3cccc4nonc34)C2)c1 (centres undefined) | -5% | -10% | 3% | 4 | -6% | 2 | -1% | 0%&2% | -18% | -3% | -16
O=C(CC1CC2CCC1C2)N1CCN(S(=O)(=O)c2ccccc2C(F)(F)F)CC1 (centres undefined) | -3% | . | -6% | 12 | 0% | . | 0% | 3% | . | 5% | -10
C=CCOC(=O)C1=C(C)NC(=O)NC1/C=C/c1ccccc1 (centres undefined) | 1% | 0% | 1% | -3 | 1% | -5 | 0% | -3% | -15% | -5% | 3
CCOC(=O)c1oc2cccc(OCC(O)CNC(C)C)c2c1C (centres undefined) | -1% | 16µM* | ? | -6 | -1% | -76* | 1% | 0% | -38% | . | 0
Cc1ccc(S(=O)(=O)NN/C(=N/S(=O)(=O)c2ccccc2)c2ccccc2)cc1 | 0% | 2% | 0% | -14 | 15% | 4 | -1% | ? | 19% | 21% | 17
S=C(Nc1ccccc1)Nn1cnnc1 | 1% | -6% | 1% | 0 | 6% | 1 | -3% | -1% | -3%[10 µM] | 3% | -5
CC(C)(C)c1cc(C(=O)NC2CC2)n(Cc2ccc(F)cc2)n1 | -9% | -9% | -1% | 6 | 0% | -1 | 3% | 4% | 9% | 5% | -11
Cc1ccc(-n2nc(C(=O)N/N=C/c3cccc(C(F)(F)F)c3)c3ccccc3c2=O)cc1C | -10% | 4% | -2% | -18 | -3% | -1 | -1% | 0% | 11% | -3% | 4
N#C/C(=C\Nc1ccc2cn[nH]c2c1)c1nc(-c2ccc(Cl)cc2)cs1 | 7% | ? | ? | -20 | 2% | -35* | 7% | -5% | ? | -4% | -11
Cc1ccc(NC(=O)CSc2nnc(NC(=O)C(C)C)s2)c(C)c1 | -3% | -4% | 1% | 0 | 16% | 2 | -6% | 4% | 7% | 14% | 7
Cc1ccc(-n2c3nc(=O)n(C)c(=O)c-3cc3ccccc32)cc1 | -4% | 5% | 0% | 0 | -4% | 8 | -2% | 2% | -1% | 1% | -3
CCc1nnc(NC(=O)c2cc(-c3ccccc3)nn2-c2ccccc2)s1 | 0% | ? | -6% | -18 | 0% | 0 | -1% | -2% | 10µM* | . | 10
CCCSc1nnc(NC(=O)c2nc(SC)ncc2Cl)s1 | 1% | -39% | 2% | -3 | 18% | 5 | -3% | -3% | 13µM* | 10% | 8
